TIM10 inh – inhibits growth of TIM10 yeast strain | S. cerevisiae TIM10 strain growth, BacTiter-Glo luminescence, 24 h | inhibition, % at 10 µM | actives 1.4% (n = 330,000) | AID 463195;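 active = inhibition of 40% or more at the single tested concentration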;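 note: wild-type TIM10 isogenic control strain grown at permissive 25 °C; 0% = DMSO yeast wells and 100% = minimal medium wells without yeast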
tim10-1 inh – tim10-1 yeast growth inhibition; S. cerevisiae tim10-1 ts strain growth, BacTiter-Glo, 24 h; inhibition, % at 20 µM; actives 2.2% (n = 330,000);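 active = inhibition of at least 40%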;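 note: mutant grown at 25 °C; 0% = DMSO wells with yeast and 100% = wells holding no yeast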
Mdm2 MdmX PPI – inhibitors of human Mdm2/MdmX interaction. O15151+Q00987. SaOS-2 split-luciferase Mdm2/MdmX complementation, luminescence. inhibition, % at 8 µM. actives 3% (n = 330,000). AID 485346;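 active = inhibition of at least 50% at 8 µM in the primary screen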
Target sequence (O15151 whole entry, looked up): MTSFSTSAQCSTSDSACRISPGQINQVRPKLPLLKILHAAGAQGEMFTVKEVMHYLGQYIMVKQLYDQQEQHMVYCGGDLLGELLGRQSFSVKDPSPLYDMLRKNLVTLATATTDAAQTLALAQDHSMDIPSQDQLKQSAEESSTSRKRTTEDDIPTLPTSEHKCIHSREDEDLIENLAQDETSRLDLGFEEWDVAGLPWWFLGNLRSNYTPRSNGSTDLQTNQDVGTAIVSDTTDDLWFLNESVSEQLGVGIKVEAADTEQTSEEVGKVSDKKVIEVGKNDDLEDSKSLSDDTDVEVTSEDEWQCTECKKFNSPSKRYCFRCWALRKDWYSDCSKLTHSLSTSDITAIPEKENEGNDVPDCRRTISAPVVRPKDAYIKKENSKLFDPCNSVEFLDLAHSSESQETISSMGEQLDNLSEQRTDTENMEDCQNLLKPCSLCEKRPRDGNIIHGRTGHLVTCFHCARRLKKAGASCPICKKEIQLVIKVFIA
Target sequence (Q00987 whole entry, looked up): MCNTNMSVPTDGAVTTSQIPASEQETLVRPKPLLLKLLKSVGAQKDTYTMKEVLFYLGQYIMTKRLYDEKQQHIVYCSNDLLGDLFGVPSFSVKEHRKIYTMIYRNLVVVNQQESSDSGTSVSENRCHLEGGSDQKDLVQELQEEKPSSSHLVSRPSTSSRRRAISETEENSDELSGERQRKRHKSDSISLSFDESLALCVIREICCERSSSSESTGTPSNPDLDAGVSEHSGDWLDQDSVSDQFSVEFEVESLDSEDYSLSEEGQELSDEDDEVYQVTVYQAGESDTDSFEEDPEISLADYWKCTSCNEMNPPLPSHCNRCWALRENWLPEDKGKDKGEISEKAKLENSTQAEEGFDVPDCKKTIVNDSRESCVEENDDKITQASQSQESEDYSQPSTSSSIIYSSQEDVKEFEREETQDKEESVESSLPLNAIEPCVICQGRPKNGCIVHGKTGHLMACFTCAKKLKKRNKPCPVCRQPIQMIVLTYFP
UPR XBP1 act – adaptive UPR (XBP1) activation. CHO-XBP1 luciferase reporter, IRE1-XBP1 UPR activation, luminescence; percent of tunicamycin response, DMSO as zero. activation, % at 20 µM. actives 0.33% (n = 330,000). AID 463104;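 active = versus positive control, 20 µM dose yields 30% or more activation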;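 note: 100% = tunicamycin at 10 µg/mL and 0% = DMSO only wells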
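incubation = overnight seeding at 37 °C, 6 h compound treatment at 37 °C | assay system = CHO-XBP1 cells stably carrying IRE1-XBP1-driven luciferase reporter | input = 1000 cells per well | detection = luciferase luminescence | dosing = single point, 20 µM final compound, 1% DMSO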
697 NFkB inh – lowers PMA/ionomycin-induced NF-kB signal in 697 B cells | 697 B-cell NF-kB luciferase reporter, 16 h | actives 0.33% (n = 330,000) | inhibition, % at 4 µM; in the data active = inhibition above about 35%
Jurkat NFkB inh – lowers PMA/ionomycin-induced NF-kB signal in Jurkat cells. PMA/ionomycin-induced NF-kB luciferase reporter, luminescence. inhibition, % at 4 µM. actives 0.53% (n = 330,000); in the data active = inhibition above about 50%
tim23-1 inh – tim23-1 yeast growth inhibition | AID 463212 | S. cerevisiae tim23-1 growth, BacTiter-Glo luminescence, 24 h | inhibition, % at 20 µM | actives 1.3% (n = 330,000);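 active = growth inhibition of the mutant yeast at or above 50%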;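 note: temperature-sensitive mutant grown at 25 °C; plate controls were DMSO-treated mutant yeast for no effect and medium wells lacking yeast for full effect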
UPR CHOP act – apoptotic UPR (CHOP) activation; CHO-CHOP luciferase reporter, luminescence; percent of tunicamycin response over DMSO baseline; activation, % at 10 µM; actives 0.34% (n = 330,000); AID 449763;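 active = at 10 µM dose, activation of 40% or more, normalized to positive control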;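 note: 100% = tunicamycin at 10 µg/mL and 0% = DMSO alone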
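measured by = luciferase luminescence | assay system = CHO-CHOP cells, stable luciferase reporter of PERK-eIF2a-CHOP signalling | amount = 500 reporter cells seeded per well | timing = 6 h compound exposure at 37 °C after overnight seeding | controls = positive tunicamycin 10 µg/mL, negative DMSO alone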
Numbers without * were called inactive. The order is random. About 6.6% of those tested had a hit in this group.

1	Cc1nn(-c2ncc(C(F)(F)F)cc2Cl)c(=O)n1-c1cccc(F)c1
2	COc1cc(NC(=O)c2cc(Cl)ccc2Cl)ccc1-c1cc2ccccc2oc1=O
3	Cc1ccc(C(=O)N/N=C\C=C\c2ccccc2[N+](=O)[O-])cn1
4	CCOC(=O)Cn1c(=NC(=O)CSC(C)=O)sc2ccccc21
5	O=C(CSc1ncccn1)NN=C1CCCCCCC1
6	CCOc1cc(/C=N/n2c(C)nc3sc(C)c(C)c3c2=O)ccc1O
compound no.,1,2,3,4,5,6
Mdm2 MdmX PPI,-7,30,-8,-22,-1,10
tim10-1 inh,4,10,1,14,9,-3
tim23-1 inh,1,-13,22,14,2,1
Jurkat NFkB inh,16,23,1,3,18,6
697 NFkB inh,28,-10,-2,7,8,-8
UPR XBP1 act,-1,2,0,-1,-2,-5
UPR CHOP act,-0.2,-1.0,-0.4,-1.2,-3.5,1.0
TIM10 inh,-15,-9,-8,2,2,8

7	CSCCC(NC(=O)c1cccc(C)c1)C(=O)O (stereo not drawn)
8	NC(=O)Nc1cc(Cl)ccc1Cl
9	O=[N+]([O-])c1ccccc1/C=N/N1CCN(c2ccncc2S(=O)(=O)N2CCCCC2)CC1
10	CC(C)C(=O)NC(NC(=S)NC1CCS(=O)(=O)C1)C(Cl)(Cl)Cl (stereo not drawn)
11	Cc1cccc(NC(=S)N(Cc2cccs2)Cc2cc3cc(C)ccc3[nH]c2=O)c1
12	CCOC(=O)c1cc2occc2n1CC(=O)NC1CCC(C)CC1 (stereo not drawn)
compound no.,7,8,9,10,11,12
Mdm2 MdmX PPI,24,8,26,-9,28,21
tim10-1 inh,-15,-16,34,-5,17,20
tim23-1 inh,-1,2,40,-13,12,10
Jurkat NFkB inh,-17,17,-12,0,14,2
697 NFkB inh,-2,0,-25,10,-1,-5
UPR XBP1 act,-2,0,-2,1,-3,-3
UPR CHOP act,-0.6,-0.3,1.2,-0.2,0.2,-0.2
TIM10 inh,-8,5,26,-9,24,14

13	CC(C)c1ccc(/C=C2\NC(=O)NC2=O)cc1
14	Cc1cc(Cl)c2oc(C(=O)NC(C)c3ccncn3)c(C)c2c1 (stereo not drawn)
15	CCOc1ccc(NC(=S)Nc2ccccc2C2(C)CC2)cc1
16	COCCN(C(=O)CCc1nnc(Cc2c[nH]c3ccccc23)o1)C(C)C
17	COc1ccc(NC(=O)CSc2ncc(-c3ccc(F)cc3)n2Cc2ccco2)cc1
18	O=S(=O)(N1CCCCC1)N1CCN(c2ccccc2F)CC1
compound no.,13,14,15,16,17,18
Mdm2 MdmX PPI,-1,19,-4,12,-2,6
tim10-1 inh,10,25,34,2,23,10
tim23-1 inh,21,33,27,-5,25,19
Jurkat NFkB inh,-2,7,-3,-9,7,11
697 NFkB inh,-13,0,17,-6,-5,-3
UPR XBP1 act,1,0,-2,-5,-2,-1
UPR CHOP act,2.0,-0.2,-0.6,-0.4,-0.3,0.0
TIM10 inh,-4,9,13,1,34,4

Random excerpt: three entries already listed.
14	Cc1cc(Cl)c2oc(C(=O)NC(C)c3ccncn3)c(C)c2c1 (stereo not drawn)
16	COCCN(C(=O)CCc1nnc(Cc2c[nH]c3ccccc23)o1)C(C)C
17	COc1ccc(NC(=O)CSc2ncc(-c3ccc(F)cc3)n2Cc2ccco2)cc1
compound no.,14,16,17
Mdm2 MdmX PPI,19,12,-2
tim10-1 inh,25,2,23
tim23-1 inh,33,-5,25
Jurkat NFkB inh,7,-9,7
697 NFkB inh,0,-6,-5
UPR XBP1 act,0,-5,-2
UPR CHOP act,-0.2,-0.4,-0.3
TIM10 inh,9,1,34

The results go on:
19	CN(C(=O)Cn1cc(C(F)(F)F)cc(Cl)c1=O)C1CCS(=O)(=O)C1 (stereo not drawn)
20	Cc1nnc(SCC(=O)N2CCc3ccccc3C2)n1-c1ccccc1
21	COc1ccccc1NS(=O)(=O)c1cccc(NC(=O)Cc2cccs2)c1
22	COc1cc(C)ccc1OCCOc1c(Cl)cc(Cl)cc1Cl
23	O=C(COC(=O)c1cc(=O)[nH]c2ccc(Br)cc12)c1ccccc1
24	COc1ccc([N+](=O)[O-])cc1NC(=O)COC(=O)c1ccccc1O
compound no.,19,20,21,22,23,24
Mdm2 MdmX PPI,4,6,-8,-6,13,23
tim10-1 inh,-22,2,-6,-11,6,-3
tim23-1 inh,-23,21,12,6,-12,-18
Jurkat NFkB inh,-12,-4,-1,7,2,3
697 NFkB inh,2,17,-27,0,16,19
UPR XBP1 act,0,1,-1,1,2,0
UPR CHOP act,1.3,0.7,0.5,2.7,-0.8,1.3
TIM10 inh,-4,10,1,-4,18,-2

Part of the list above with just UPR XBP1 act.
no.	molecule	UPR XBP1 act
21	COc1ccccc1NS(=O)(=O)c1cccc(NC(=O)Cc2cccs2)c1	-1
24	COc1ccc([N+](=O)[O-])cc1NC(=O)COC(=O)c1ccccc1O	0
19	CN(C(=O)Cn1cc(C(F)(F)F)cc(Cl)c1=O)C1CCS(=O)(=O)C1 (stereo not drawn)	0

Six entries from above, sorted by the value under TIM10 inh, lowest first.
#	SMILES	TIM10 inh
10	CC(C)C(=O)NC(NC(=S)NC1CCS(=O)(=O)C1)C(Cl)(Cl)Cl (stereo not drawn)	-9
22	COc1cc(C)ccc1OCCOc1c(Cl)cc(Cl)cc1Cl	-4
16	COCCN(C(=O)CCc1nnc(Cc2c[nH]c3ccccc23)o1)C(C)C	1
5	O=C(CSc1ncccn1)NN=C1CCCCCCC1	2
18	O=S(=O)(N1CCCCC1)N1CCN(c2ccccc2F)CC1	4
9	O=[N+]([O-])c1ccccc1/C=N/N1CCN(c2ccncc2S(=O)(=O)N2CCCCC2)CC1	26

More entries follow.
25	COc1cccc(CSc2nccn2C)c1
26	COc1ccc(S(=O)(=O)N2CCOCC2)cc1NC(=O)CCc1c[nH]c2ccccc12
27	Cn1c(=O)c(C(=O)NNC(=O)c2cccc(Cl)c2)c(O)c2ccccc21
28	Cc1cc(NC(=O)C2CC(c3c(F)cccc3Cl)=NO2)n(-c2ccccc2)n1 (stereo not drawn)
29	COc1ccccc1/C=C/C(=O)OCC(=O)c1c[nH]c2ccccc12
30	CCCC(=O)NC(=S)Nc1ccc(S(=O)(=O)N2CCc3ccccc32)cc1
compound no.,25,26,27,28,29,30
Mdm2 MdmX PPI,-4,12,50,0,4,12
tim10-1 inh,5,2,-37,-21,-9,23
tim23-1 inh,1,10,41,4,-3,23
Jurkat NFkB inh,0,8,22,-1,29,9
697 NFkB inh,5,-7,13,4,5,-21
UPR XBP1 act,-3,2,8,3,-1,3
UPR CHOP act,-0.3,-0.1,2.7,-1.1,-2.6,-0.1
TIM10 inh,1,13,25,-4,8,27

31	Cc1cc(C)c2nc(NC(=O)C3CC(=O)N(Cc4ccco4)C3)sc2c1 (stereo not drawn)
32	CC(=O)Nc1ccc(N(C(=O)c2ccco2)C(C(=O)NC2CCCC2)c2ccncc2)cc1 (stereo not drawn)
33	Cc1ccccc1C(=O)NC1CCN(CC(=O)Nc2c(C)cccc2C)CC1
34	O=C(Nc1ccccc1)c1ccc(NCC2CCCO2)c(S(=O)(=O)N2CCOCC2)c1 (stereo not drawn)
35	C#CCOCCOCCOCCNc1nc(N2CCN(C(=O)[C@H](CCC(=O)O)n3cc(C(N)Cc4ccc(O)cc4)nn3)CC2)nc(N2CCN(C(=O)[C@H](Cc3ccc(O)cc3)n3cc(C(N)[C@H](C)CC)nn3)CC2)n1 (stereo partly drawn)
36	O=C(COc1ccccc1/C=C1\SC(=O)NC1=O)Nc1ccc(F)cc1
compound no.,31,32,33,34,35,36
Mdm2 MdmX PPI,22,-34,33,32,-6,-38
tim10-1 inh,32,-14,16,10,7,7
tim23-1 inh,13,-3,12,11,12,5
Jurkat NFkB inh,7,-21,7,-14,19,-21
697 NFkB inh,-3,-10,10,-4,19,-54
UPR XBP1 act,-3,-1,1,-1,-1,-1
UPR CHOP act,0.8,4.4,-0.7,-0.7,1.9,0.4
TIM10 inh,30,5,18,-1,12,11

37	COc1ccc(NC(=O)CCC(=O)N2CCCC2)c([N+](=O)[O-])c1
38	Oc1cc2ccccc2nc1-c1ccccc1Cl
39	O=c1c(Cl)c(N2CCCCC2)cnn1-c1nc2ccccc2[nH]1
40	COC(=O)C1=C(C)OC(N)=C(C#N)C1c1cc2cc(C)ccc2nc1Cl (stereo not drawn)
41	S=C(NCCc1ccc(Cl)cc1)NCc1ccccc1
42	Cc1cccc(N/C(N)=N/c2nc(C)cc(=O)[nH]2)c1
compound no.,37,38,39,40,41,42
Mdm2 MdmX PPI,6,-4,52*,-2,26,27
tim10-1 inh,1,-5,4,8,36,14
tim23-1 inh,-2,34,39,1,11,10
Jurkat NFkB inh,-3,2,7,3,8,31
697 NFkB inh,-3,7,-58,8,20,9
UPR XBP1 act,-3,16,-7,0,-6,-3
UPR CHOP act,1.0,1.9,-9.6,0.9,1.1,-0.7
TIM10 inh,2,9,9,2,-7,3

43	CCOCCCNC(=O)c1ccccc1NC(=O)C1=C(C)OCCS1
44	O=C(NN=C1CCCC1)c1n[nH]c2c1CCCC2
45	CCN(CCn1cccn1)C(=O)CCc1nnc(CCc2ccccc2OC)o1
46	CCOC(=O)COc1ccc(Br)cc1/C=C/c1[nH]c(=O)[nH]c(=O)c1[N+](=O)[O-]
47	Cc1c2c(nc3c(C(=O)NC4CC4)cnn13)CCCC2
48	CCNS(=O)(=O)c1cc(-c2nnc(OC)c3ccccc23)ccc1C
compound no.,43,44,45,46,47,48
Mdm2 MdmX PPI,19,-3,-8,30,-24,23
tim10-1 inh,7,4,24,3,20,6
tim23-1 inh,-7,5,7,6,12,17
Jurkat NFkB inh,-15,-79,2,11,-39,2
697 NFkB inh,-7,-80,-2,16,6,-2
UPR XBP1 act,-5,-6,0,-2,9,2
UPR CHOP act,2.3,-5.2,-0.9,-1.0,0.5,-2.2
TIM10 inh,-1,-14,-9,8,-9,-9

49	CC(C)C(NC(=O)C(NC(=O)C1OC2OC(C)(C)OC2C2OC(C)(C)OC12)C(C)C)C(=O)O (stereo not drawn)
50	Cc1c(NC(=O)C(C)OC(=O)Cc2ccc(F)cc2)c(=O)n(-c2ccccc2)n1C (stereo not drawn)
51	Cc1cc(Br)cc2c1NC(=O)C2(O)CC(=O)c1ccco1 (stereo not drawn)
52	O=C(c1cccc(F)c1)N1CCN(Cc2ccco2)CC1
53	COc1ccc(NC(=O)CCSc2ccc(C)cc2)cc1
54	COc1cc(CN2CCC(C(=O)N3CCN(c4ccccc4F)CC3)CC2)cc(OC)c1OC
compound no.,49,50,51,52,53,54
Mdm2 MdmX PPI,21,-15,22,-5,13,1
tim10-1 inh,6,8,5,-13,11,1
tim23-1 inh,-1,18,0,-10,20,-1
Jurkat NFkB inh,-4,20,0,3,-17,-12
697 NFkB inh,18,7,7,19,-1,-21
UPR XBP1 act,-2,3,-2,-4,-3,2
UPR CHOP act,0.2,0.2,-0.7,-1.7,-1.8,-1.2
TIM10 inh,-24,13,7,-2,-6,-13

55	CCc1ccc(C2=NN(S(C)(=O)=O)C(c3cccs3)C2)cc1 (stereo not drawn)
56	N=c1n(CC(=O)c2ccc([N+](=O)[O-])cc2)c2ccccc2n1Cc1ccc(Cl)cc1
57	CC(C)(C)c1nc(NCCN2CCOCC2)c2nnn(Cc3ccccc3Cl)c2n1
58	CC1=NNC(=O)C1CC(=O)N/N=C/c1ccc(C)o1 (stereo not drawn)
59	COC(C[C@@H]1O[C@@H]1[C@H](O)[C@@H](C)OCc1ccccc1)OC
60	Cc1cc(C=O)c(C)n1-c1ccc2c(c1)OCO2
compound no.,55,56,57,58,59,60
Mdm2 MdmX PPI,-176,40,27,1,-21,9
tim10-1 inh,36,6,8,-1,-2,9
tim23-1 inh,38,-34,19,-4,7,-6
Jurkat NFkB inh,-182,11,10,-2,-20,-1
697 NFkB inh,-231,1,-50,2,-6,-1
UPR XBP1 act,-3,165*,-1,-2,0,-5
UPR CHOP act,-0.2,35,-0.6,1.1,0.4,-0.7
TIM10 inh,16,3,11,2,-6,8
